Screening results (PubChem BioAssay)
RORa activator: activators of human nuclear receptor RORA. actives 1.5% (n = 65,000). AID 560. activation, % at 10 µM. P35398. CHO-K1 Gal4-RORA LBD luciferase reporter, luminescence; percent increase over mock-subtracted basal signal;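 active = activation above the mean of all tested compounds plus 3 SD, cut at about 49% in these data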;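 also: 0% = DMSO-treated RORA cells and 100% = added signal equal to DMSO minus mock-transfected cells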
MKP-1 inh: blocks human MKP-1 phosphatase activity; P28562; actives 0.15% (n = 65,000); AID 374; inhibition, %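 (compounds tested at a single concentration somewhere between 10 and 100 µM)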; recombinant MKP-1, OMFP hydrolysis fluorescence;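 active = inhibition above about 50%, limit read from the data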;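 also: 0% = DMSO max control wells and 100% = wells with enzyme stopped by NaOH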
D1 allo mod: allosteric modulators of human D1 dopamine receptor. P21728. HEK293 D1, CRE-luciferase, dopamine EC30 potentiation; actives deviate in either direction. B-score at 10 µM. actives 5.9% (n = 58,000). AID 641;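 active = luminescence count or its row- and column-corrected plate score outside the 99.7% band of the plate's sample wells, on either side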
Her2 expr inh: Her2 kinase expression inhibition; P04626; SKBR-3 HER2 protein level, AlphaScreen, 18-24 h; active compounds read low; HER2 level % of control, % at 10 µM; actives 0.69% (n = 65,000); AID 645;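 active = HER2 level under 5% of the carrier-only control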;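 also: 100% = DMSO carrier and 0% = 500 nM PU-H71 HSP90 inhibitor; lower value means stronger loss of Her2 protein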
FXIIa inh mix: blocks human factor XIIa in pooled compound mixtures; P00748; purified FXIIa, fluorogenic substrate; inhibition, % at 5 µM; actives 0.2% (n = 62,000); in the data active = inhibition above about 20%, passing the limit was not always enough;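 also: 0% = enzyme without compound and 100% = no enzyme blank; some results filed as inactive read as strong as hits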
Cdc25B block: human M-phase inducer phosphatase 2 inhibition; recombinant Cdc25B, OMFP fluorescence Ex485/Em525; inhibition, %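 (compounds tested at 10 µM final in the well)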; actives 0.1% (n = 65,000); AID 368; in the data active = inhibition above about 50%
Hsp90 inh: displaces geldanamycin probe from tumor Hsp90. NCI-N417 lysate Hsp90, Cy3B-geldanamycin FP displacement. inhibition, % at 30 µM. actives 0.35% (n = 64,000). AID 429;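 active = inhibition above 50%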;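 also: 0% = tracer plus lysate wells and 100% = tracer alone without lysate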
TNAP act DEA: human TNAP activation, intermediate phosphate acceptor; AID 813; P05186; purified TNAP, CDP-star luminescence, 100 mM DEA, 30 min; active compounds read high; scale: 0 levamisole-inhibited, 1 vehicle-only enzyme; 64,000 tested, under 10 active; activation factor at 20 µM;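 active = activation factor of at least 2 at 20 µM, relative to controls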
Target sequence (P05186 whole entry, looked up): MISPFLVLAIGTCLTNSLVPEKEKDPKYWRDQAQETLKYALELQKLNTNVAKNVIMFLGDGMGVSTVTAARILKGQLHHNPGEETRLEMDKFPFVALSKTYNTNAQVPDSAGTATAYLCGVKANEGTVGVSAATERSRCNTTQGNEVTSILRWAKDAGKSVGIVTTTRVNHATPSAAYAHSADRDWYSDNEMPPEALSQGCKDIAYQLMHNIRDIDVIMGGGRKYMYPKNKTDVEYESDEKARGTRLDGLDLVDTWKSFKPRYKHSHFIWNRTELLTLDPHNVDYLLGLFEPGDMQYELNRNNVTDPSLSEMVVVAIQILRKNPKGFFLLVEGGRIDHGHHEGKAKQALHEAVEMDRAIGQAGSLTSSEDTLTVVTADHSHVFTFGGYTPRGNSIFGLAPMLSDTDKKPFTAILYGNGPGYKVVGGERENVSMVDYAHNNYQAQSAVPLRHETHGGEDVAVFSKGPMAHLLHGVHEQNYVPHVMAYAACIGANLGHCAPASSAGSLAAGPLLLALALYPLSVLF
SF-1 act: activates the human nuclear receptor SF-1; Q13285; CHO-K1 Gal4-SF-1 LBD luciferase reporter; % increase over DMSO SF-1-specific signal; activation, % at 10 µM; actives 1.9% (n = 65,000); AID 522;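 active = activation above the mean activation of all tested compounds plus 3 SD, cut at about 50% in these data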
Target sequence (Q13285 whole entry, looked up, the tested form may be a part): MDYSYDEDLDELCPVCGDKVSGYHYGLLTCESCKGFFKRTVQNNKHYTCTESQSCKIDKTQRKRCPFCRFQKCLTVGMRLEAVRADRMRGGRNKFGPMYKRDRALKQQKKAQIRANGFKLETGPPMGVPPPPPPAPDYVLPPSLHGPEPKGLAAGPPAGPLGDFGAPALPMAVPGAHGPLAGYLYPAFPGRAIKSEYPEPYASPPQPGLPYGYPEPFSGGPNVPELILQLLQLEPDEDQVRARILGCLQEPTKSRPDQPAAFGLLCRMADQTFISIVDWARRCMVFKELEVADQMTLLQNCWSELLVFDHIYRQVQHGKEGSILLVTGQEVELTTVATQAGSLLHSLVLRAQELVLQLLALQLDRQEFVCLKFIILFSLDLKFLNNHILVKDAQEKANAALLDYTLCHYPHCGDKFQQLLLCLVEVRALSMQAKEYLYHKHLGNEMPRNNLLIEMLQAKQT
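Test system: CHO-K1 cells co-transfected with Gal4 DBD–human SF-1 LBD, 5xGal4 luciferase reporter. Quantity: 4,000 cells per well. Compound: 10 µM only. Incubation: compound added 1 h post-seeding, 20 h exposure at 37 °C, 5% CO2. Detection: SteadyLite luciferase luminescence. Replication: one test per compound.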
* = called active by the depositor; · = no result given.

Order of results – FXIIa inh mix, MKP-1 inh, TNAP act DEA, Her2 expr inh, D1 allo mod, SF-1 act, Cdc25B block, RORa activator, Hsp90 inh
CCC1Oc2ccccc2N(CC(=O)NCCN2CCc3ccccc3C2)C1=O (configuration not stated)
 : 4, -9, 1, 108, -0.38, 16, -23, -17, -4
CCCCOc1nc(N)nc(-c2ccccc2)n1
 : -18, 7, 0.8, 91, 15*, 4, -9, -21, 5
CCC1CCCCN1CCCNC(=O)CC1Oc2ccccc2NC1=O (configuration not stated)
 : 5, -8, 0.9, 58, -0.94, -4, -15, -6, -6
O=C(c1cc2ccccc2o1)c1cccs1
 : 3, 7, 0.8, 59, 1.5, 43, 3, 46, 4
COc1ccc(CC(=O)Nc2nncs2)cc1OC
 : -17, -17, 1.1, 116, ·, 1, 4, -22, -5
CCOC(=O)CC1C(=O)NCCN1C(=O)c1cc2c(=O)n3cccc(C)c3nc2s1 (configuration not stated)
 : 5, 10, 0.9, 77, 2.6, -2, 6, -8, -5
COc1ccc(NC(=O)CSc2c(C)nn(-c3nnc(C)c(=O)[nH]3)c2C)cc1
 : 5, 4, 0.9, 97, -0.093, -10, -14, -4, -8
COc1ccc(Cl)cc1NC(=O)CN1CCC(n2nnc3ccccc32)CC1
 : -2, 21, 1, 74, ·, 18, -4, 2, -2
CCN(CC)C(=O)c1cccc(-c2ccc(OC)cc2)c1
 : -2, 14, 0.9, 107, 0.073, 2, 5, 3, 1
COc1cccc(-c2cn3nc(C)c(C)nc3n2)c1
 : 3, -6, 0.9, 110, -1.9, 24, 9, 37, -24
CCN(c1ccccc1)S(=O)(=O)c1ccc(F)cc1C
 : 5, 7, 0.8, 102, 0.7, -1, -14, 2, -10
O=C(NC1CCS(=O)(=O)C1)c1cccc(S(=O)(=O)N2CCOCC2)c1 (configuration not stated)
 : 13, 7, 0.9, 101, -0.24, 24, -14, -15, 2
CCOc1ccc(C(=O)C(c2ccccc2)N2CCOCC2)cc1 (configuration not stated)
 : 8, -12, 0.9, 101, -0.77, -4, -19, 4, 0
CC(C)=C(C#N)c1nc2ccccc2s1
 : 8, 2, 0.9, 115, 1.2, -3, 3, 11, -3
Cc1nc2nc(-c3ccco3)nn2c(C)c1Cl
 : -1, -12, 0.8, -8.6*, ·, 24, -5, 4, -7
C=CCNc1nc(NCc2ccccc2)c(C#N)c2c1CN(C)CC2
 : ·, -40, 1, 72, ·, -9, 2, -15, -5
CCOc1ccccc1-c1nc(-c2cc3ccccc3nc2OC)no1
 : 4, 5, 0.9, 69, 0.16, -8, -2, 16, -24
CC1CCCCN1c1nnc(NC(=O)Cn2c(=O)oc3ccccc32)s1 (configuration not stated)
 : 4, 15, 0.9, 102, ·, -17, 7, 34, -1
Cc1cnc(C(=O)Nc2cccc(-c3nnc4n3CCCCC4)c2)cn1
 : -3, 5, 0.9, 76, 0.73, 8, -8, 12, 0
CC(C)C(CC(=O)N1CCCCC1)C1CCOC(C)(C)C1 (configuration not stated)
 : 16, ·, 1, ·, ·, 1, ·, 8, ·
O=C(NCCN1CCOCC1)c1cc(S(=O)(=O)NCCCN2CCCC2=O)ccc1Cl
 : 14, 15, 1, 114, -0.0053, 13, -7, -26, -6
CCCc1cc(C(=O)Nc2sc(C)c(C)c2C(=O)OCC)no1
 : 13, -6, 0.9, 73, 0.23, 1, -6, 3, 1
CCn1cc(C(=O)Nc2cccc(C(=O)OC)c2)c(=O)c2ccc(C)nc21
 : -1, -18, 0.9, 92, 0.17, 12, 4, -11, 5
COc1ccc(NC(=O)CN2CC(c3ccccc3)CC2=O)cc1OC (configuration not stated)
 : 12, 3, 0.9, 98, -0.18, -2, -6, 9, 0
Cc1ccccc1C1CC(c2ccccc2)Nc2ncnn21 (configuration not stated)
 : 11, -3, 1, 101, 1, ·, -8, ·, -4
C=CCn1c(Sc2nncn2C)nc2c1c(=O)[nH]c(=O)n2C
 : 1, -2, 1, 102, ·, 9, 5, 1, 1
O=C(COc1ccccc1Cl)Nc1ccc(Cl)cn1
 : 14, -1, 1, 73, -1.5, 74*, -1, 62*, -3
Cc1ccccc1OCC(O)Cn1c(=N)n(CCN2CCOCC2)c2ccccc21 (configuration not stated)
 : ·, -2, ·, 96, -4.9*, 8, -18, -9, -4
NC(=O)C1(N2CCCCC2)CCN(C(=O)CSc2nc3ccccc3o2)CC1
 : ·, -19, ·, 95, 0.042, -16, -2, -3, 1
CCOC(=O)N1CCC(Nc2nc3ccccc3n3nnnc23)CC1
 : -1, 8, 0.9, 73, 0.42, 5, -16, 34, 5

Compound profiles, from the list above. Values in the order: FXIIa inh mix | MKP-1 inh | TNAP act DEA | Her2 expr inh | D1 allo mod | SF-1 act | Cdc25B block | RORa activator | Hsp90 inh
Results for CCOC(=O)N1CCC(Nc2nc3ccccc3n3nnnc23)CC1 : -1 | 8 | 0.9 | 73 | 0.42 | 5 | -16 | 34 | 5
Results for O=C(COc1ccccc1Cl)Nc1ccc(Cl)cn1 : 14 | -1 | 1 | 73 | -1.5 | 74* | -1 | 62* | -3
Results for COc1ccc(CC(=O)Nc2nncs2)cc1OC : -17 | -17 | 1.1 | 116 | · | 1 | 4 | -22 | -5
Results for CCOC(=O)CC1C(=O)NCCN1C(=O)c1cc2c(=O)n3cccc(C)c3nc2s1 (configuration not stated) : 5 | 10 | 0.9 | 77 | 2.6 | -2 | 6 | -8 | -5

(more compounds)
Order of results – FXIIa inh mix, MKP-1 inh, TNAP act DEA, Her2 expr inh, D1 allo mod, SF-1 act, Cdc25B block, RORa activator, Hsp90 inh
COC(=O)C1C(=O)C2=C(CC1C)NC(C)=C(C(=O)OC1CCCCC1)C2c1ccc(N(C)C)cc1 (configuration not stated)
 : 14, ·, 0.9, 83, 1.5, -6, ·, 21, ·
COc1ccccc1C(=O)Nc1ccccc1SC
 : -22, -5, 0.9, 133, 0.013, 8, -8, 11, -2
CC1(C)CC(=O)c2c(Cc3ccccc3)n[nH]c2C1
 : 9, 11, 0.2, 114, -0.12, -9, 7, -6, -3
COc1ccc(/C(O)=C2/C(=O)C(=O)N(CCN3CCOCC3)C2c2ccccn2)cc1 (configuration not stated)
 : ·, -1, 1.1, 80, -1, 29, -12, 25, -5
COc1ccc(CNC(=O)Cc2nn(C)c(=O)c3ccccc23)cc1
 : 14, -5, 0.9, 77, -0.81, -42, 1, -42, 1
O=c1cc(CSc2ccccn2)nc(N2CCN(c3ccccc3)CC2)[nH]1
 : 5, -20, 0.9, 80, 0.0044, -22, 1, 2, -2
COc1cc(OC)cc(C(=O)N2c3ccc(F)cc3CCC2C)c1 (configuration not stated)
 : 7, 0, 0.9, 130, 2.2, -2, -4, -14, -3
COCCNC(=O)C1c2ccccc2C(=O)N(CCOC)C1c1ccc(F)cc1 (configuration not stated)
 : 5, 6, 1, 56, -0.37, 11, -8, -20, ·
COc1ccc(CN2C(=O)c3cccnc3C2Nc2ccc(OC)c(Cl)c2)cc1 (configuration not stated)
 : 11, 32, 0.9, 91, 7.6*, 4, -6, -4, -3
COc1cc(Br)c(CC(=O)O)cc1OC
 : 5, 5, 1, 124, 0.084, -7, -7, -2, -4
COC(=O)C1=C(C)N(C)C(=O)NC1c1ccc(C)cc1 (configuration not stated)
 : 13, 5, 1, 95, ·, -14, -6, -7, 1
Cc1ccc(C)c(NC(=O)CSc2nnc(-c3ccco3)o2)c1
 : -19, -8, 0.8, 75, 1.1, 3, -3, 4, ·
O=C(CCSc1nnc2scc(-c3ccccc3)n12)NCc1ccc2c(c1)OCO2
 : -13, 1, 1, 99, 7.3*, 8, -12, 3, 1
COC(=O)[C@H](Cc1ccccc1)NC(=O)N1CCN(Cc2ccccc2)CC1
 : 8, -23, 0.9, 86, ·, -18, -3, -5, -1
COc1ccc(C2C(C(C)=O)=C(O)C(=O)N2c2nccs2)cc1OC (configuration not stated)
 : 5, -8, 1, 76, ·, -7, 17, -13, -2
Cc1oc(-c2ccc(Cl)cc2)nc1CN1CCC(C(=O)NCc2ccco2)CC1
 : 5, 3, 1, 76, -3.2*, -13, -15, 18, -8
CCC(=O)Nc1ccc(C(=O)Nc2ccc3c(c2)OCO3)cc1
 : 0, 6, 1, 105, -1.5, 20, -1, 31, 7
CCC(CC)C(=O)Nc1cc(C)c2c(=O)oc3ccccc3c2n1
 : 6, 8, 1, 65, ·, -11, -4, -3, -6
Cc1ccc(S(=O)(=O)NCCOC(=O)Nc2sc(=S)n(C)c2C)cc1
 : 11, -4, 0.8, 175, -0.23, ·, 16, ·, -4
Cc1ccc(C(CC(=O)c2ccco2)SCCO)cc1 (configuration not stated)
 : 7, 9, 0.9, -1.4*, 0.14, 10, 7, 22, 3
CNC(=O)COC(=O)c1cc(F)c(F)cc1Cl
 : 4, 0, 1, 111, ·, -24, -21, -5, -2
CN(C)/C=N/c1sccc1C(N)=O
 : 3, 12, 0.9, 89, -0.95, 14, -7, 14, -2
COc1ccc(-c2nn(C)c(=O)c3ccccc23)cc1CNS(C)(=O)=O
 : ·, -3, ·, 92, 1.7, 8, 0, -27, -2
Cn1c(=O)c2c(ncn2CC(=O)Nc2ccc(Cl)cc2Cl)n(C)c1=O
 : 6, 7, 0.9, 94, 0.87, -10, -13, -20, 0
COCCn1c(SCC(=O)c2ccc3c(c2)OCCO3)nnc1-c1ccoc1C
 : 4, -3, 1, 75, -0.59, -22, 9, -4, -2
O=C(NCc1cccs1)C1CCN(S(=O)(=O)c2cccc3nsnc23)CC1
 : 9, 5, 1, 87, 0.22, -8, -3, 12, 1
CCOC(=O)c1nc(C)[nH]c1C(=O)OCC
 : -4, -20, 0.9, 136, ·, -4, -11, 2, 7
O=C(Nc1ccc(-n2cnnn2)cc1)C1CCCN1C(=O)NC1CCCCC1 (configuration not stated)
 : 2, 5, 0.8, 96, -0.74, 2, 10, -9, -7
O=C(Cc1cccs1)NCCn1ccc2ccccc21
 : 1, 5, 0.9, 94, 0.034, 14, -7, 8, -1
CCCCCNC(=O)Cc1ccc(OC)cc1
 : 2, -1, 1.1, 102, -0.2, -10, 0, -9, -3
COc1ccc(C(=O)Nc2ccc(S(=O)(=O)NC(C)=O)cc2)cc1
 : 1, 0, 0.9, 118, 0.17, 3, 38, 3, -5
CCOC(=O)c1cc2c(=O)[nH]ccc2nc1C
 : 10, 11, 1, 119, 1.1, -6, -9, -6, -2
CCOC(=O)CSc1nc2c(c(=O)n(C)c(=O)n2C)n1CCCc1ccccc1
 : 7, 28, 0.9, 122, -0.21, -2, 5, 3, -3
COCCOC(=O)C1=C(C)NC2=C(C(=O)CC(C)(C)C2)C1c1ccc2c(c1)OCO2 (configuration not stated)
 : -5, 7, 1, 70, -1.6, -6, 0, 13, -2
